Screens: PubChem BioAssay, several laboratories
CDK5 inh – blocks human CDK5/p35 kinase activity; Q00535+Q15078; Recombinant CDK5/p35, ADP-Glo luminescence, 60 min; inhibition, % at 10 µM; 330,000 compounds, 0.01% hits; AID 488839;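 active = highest replicate inhibition of at least 50% and at least 75% of replicates reaching 50%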;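 also: plate controls were DMSO neutral control for no effect and GW8510 at 10 µM for full effect; many of its hits are not listed in these tables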
NSD2 inh – inhibitors of human histone methyltransferase NSD2 | NSD2 peptide methylation, AlphaScreen, 120 min | 310,000 compounds, 0.54% hits | inhibition, % at 12.5 µM; in the data active = inhibition above about 50%
Target sequence (O96028 whole entry, looked up): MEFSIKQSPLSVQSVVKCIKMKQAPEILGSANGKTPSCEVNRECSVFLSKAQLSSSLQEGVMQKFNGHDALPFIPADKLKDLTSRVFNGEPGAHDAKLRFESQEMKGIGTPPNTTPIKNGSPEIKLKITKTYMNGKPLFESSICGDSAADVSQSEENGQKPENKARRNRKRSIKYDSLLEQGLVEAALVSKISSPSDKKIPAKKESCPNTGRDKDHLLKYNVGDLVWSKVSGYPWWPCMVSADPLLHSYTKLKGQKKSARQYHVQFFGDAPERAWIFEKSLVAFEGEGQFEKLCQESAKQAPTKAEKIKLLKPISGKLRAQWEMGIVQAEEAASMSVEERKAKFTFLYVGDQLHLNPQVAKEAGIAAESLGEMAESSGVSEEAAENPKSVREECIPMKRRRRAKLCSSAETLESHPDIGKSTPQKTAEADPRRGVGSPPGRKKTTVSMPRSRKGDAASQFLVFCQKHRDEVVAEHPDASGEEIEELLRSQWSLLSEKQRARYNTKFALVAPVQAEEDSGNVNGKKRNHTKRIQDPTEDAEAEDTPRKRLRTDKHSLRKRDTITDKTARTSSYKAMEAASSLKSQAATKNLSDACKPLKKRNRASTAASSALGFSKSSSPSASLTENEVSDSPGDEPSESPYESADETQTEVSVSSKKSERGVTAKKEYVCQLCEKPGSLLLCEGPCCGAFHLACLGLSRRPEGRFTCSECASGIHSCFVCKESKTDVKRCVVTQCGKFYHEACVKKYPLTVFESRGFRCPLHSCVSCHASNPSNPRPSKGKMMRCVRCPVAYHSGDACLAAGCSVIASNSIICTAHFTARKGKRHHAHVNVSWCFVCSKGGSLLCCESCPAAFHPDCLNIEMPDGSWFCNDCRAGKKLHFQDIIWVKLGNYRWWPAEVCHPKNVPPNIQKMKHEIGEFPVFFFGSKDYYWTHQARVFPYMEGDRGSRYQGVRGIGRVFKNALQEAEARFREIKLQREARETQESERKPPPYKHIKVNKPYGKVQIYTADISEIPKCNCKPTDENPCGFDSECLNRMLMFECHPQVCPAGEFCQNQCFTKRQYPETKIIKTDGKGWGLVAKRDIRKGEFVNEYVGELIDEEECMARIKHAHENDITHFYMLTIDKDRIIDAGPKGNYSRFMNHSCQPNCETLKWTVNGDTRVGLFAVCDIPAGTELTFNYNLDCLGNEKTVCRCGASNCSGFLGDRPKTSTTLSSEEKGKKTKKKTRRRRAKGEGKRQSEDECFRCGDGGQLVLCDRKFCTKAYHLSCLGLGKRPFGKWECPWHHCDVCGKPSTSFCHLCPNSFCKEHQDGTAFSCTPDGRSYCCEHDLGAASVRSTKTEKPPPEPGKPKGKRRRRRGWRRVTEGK
DSG3 Ab inh – inhibitors of pemphigus antibody binding to human desmoglein-3 | binding (percent of control), % at 10 µM | DSG3-coupled beads, scFv-anti-DSG3-GFP binding, flow cytometry; stronger effect = lower value | 310,000 compounds, 0.48% hits | P32926;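 active = binding more than 3 SD below its plate's average and above zero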; also: some compounds called inactive have numbers as strong as hits
PKA-R1A activ – activates the PKA-R1A holoenzyme complex; PKA-R1A dissociation, Cy5-IP20 fluorescence polarization; scaled: DMSO 0%, 113 µM cGMP 100%; activation, % at 11.4 µM; 340,000 compounds, 0.083% hits;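 active = percent activation above the mean of all tested compounds plus 3 SD, cut at about 19% in these data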;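 also: higher means more PKAc released from R1A so a rise in polarization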
SR-BI uptake up – enhances SR-BI lipid uptake from DiI-HDL; activation, % at 12.5 µM; 320,000 compounds, 0.096% hits; AID 504775; CHO ldlA[mSR-BI] cells, DiI-HDL uptake fluorescence, 3 h; 100 = double the neutral-control signal;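 active = mean replicate activation of at least 60% and every replicate at or above 60%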;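 also: 0% = median plate neutral-control signal and 100% = twice that signal; values of inactives mirror those of a sister screen read the other way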
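Test system: SR-BI-overexpressing, LDLR-lacking CHO cells. Measured by: DiI fluorescence, bottom read. Medium: Ham's F12 with 0.5% BSA, HEPES 25 mM, pH 7.4. Timing: 3 h uptake period with compound, 37 °C.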
PKA-R2B activ – activators of human PKA-R2B complex. P22694+P31323. PKA-R2B holoenzyme dissociation, Cy5-IP20 fluorescence polarization; R2B truncated from residue 108, S112A mutant; 0% DMSO only, 100% 113 µM cGMP. activation, % at 11.4 µM. 340,000 compounds, 0.079% hits. AID 504700;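 active = activation above a cutoff set at the mean over all compounds plus 3 SD, cut at about 18% in these data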;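 also: higher means more holoenzyme dissociation and a rise in polarization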
Arrestin-AP2 inh – human beta-arrestin and AP2 interaction inhibition. FITC-arrestin peptide / GST-AP2 beads, flow cytometry; AP2 beta2 appendage carries R879A mutation. inhibition, % at 10 µM. 340,000 compounds, 0.31% hits;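 active = inhibition above a set limit, near 3 SD of compounds lacking own fluorescence, cut at about 54% in these data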;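 also: plate controls were DMSO wells for no effect and 5 µM unlabelled arrestin peptide for full effect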
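Measured by: flow cytometry, FL1 (488/535 nm); Material: AP2 appendage R879A on GSH beads; Evaluation: percent response; Timing: pre-incubation 12 min, peptide binding 1 h, room temperature; Also added: 50 nM FITC-arrestin peptide; Medium: PBS with 0.05% Tween 20 and 0.1% BSA.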
dFosB activator – activators of mouse delta FosB homodimer; P13346; purified delta FosB, TAMRA-CDK5 oligo fluorescence polarization; percent of positive-control signal above neutral wells; activation, % at 25 µM; 340,000 compounds, 0.99% hits; AID 493131;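 active = mean activation above about 17%, with every replicate also reaching it, limit read from the data, passing the limit was not always enough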;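 also: fluorescence polarization rise as delta FosB binds a TAMRA Cdk5 AP-1 oligo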
SUMO Mot1 rescue – blocks SUMOylation pathway, rescuing yeast Mot1-301 growth; S. cerevisiae Mot1-301 growth rescue, ATP luminescence, 38.5C; percent above DMSO median, 100 means doubled; growth rescue, % at 18.8 µM; 320,000 compounds, 1% hits; AID 2716;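 active = every valid replicate shows activation above 250% relative to neutral control wells; inactive = the rest, any valid replicate at or below 250%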;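 also: OY570 slx delta 5 strain wells were the positive control but not used for scaling; some compounds called inactive have numbers as strong as hits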
SR-BI DiI inh – blocks mouse SR-BI lipid uptake from DiI-HDL | ldlA[mSR-BI] CHO cells, DiI-HDL uptake fluorescence, 3 h | AID 488896 | 320,000 compounds, 0.96% hits | inhibition, % at 12.5 µM;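 active = mean replicate inhibition of at least 70% and a set share of replicates each scoring 70 or more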;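 also: 0% = median of neutral control wells and 100% = median of positive control wells; values of inactives mirror those of a sister screen read the other way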
MITF TRPM1 HTS – MITF TRPM1 promoter activation in melanoma cells; activation, % at 12.5 µM; 300,000 compounds, 0.75% hits; SK-MEL-5 TRPM1-promoter luciferase, 24 h; % of positive control, neutral wells = 0;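 active = mean activation of at least 80% with every replicate also reaching 80%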;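 also: 0% = neutral control wells and 100% = parthenolide positive control wells; values of inactives mirror those of a sister screen read the other way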
An asterisk follows results filed as active; . = no result given. Some of the compounds tested. The share of hits here may be higher or lower than overall.

canonical_smiles	Arrestin-AP2 inh	MITF TRPM1 HTS	SUMO Mot1 rescue	dFosB activator	PKA-R2B activ	SR-BI uptake up	CDK5 inh	PKA-R1A activ	NSD2 inh	DSG3 Ab inh	SR-BI DiI inh
COC(=O)C1=C(c2cccc(OCc3ccccc3)c2)C[C@@H]2CC[C@H]1N2C(=O)NNCc1ccccc1	-6	-9	1	-6	4	-5	-1.5	-6	.	102	5
COc1cccc(CNC(=O)CCC(=O)N2C[C@H]3C[C@H](C2)c2cccc(=O)n2C3)c1OC	1	5	2	3	-2	16	-1.9	2	.	.	-16
CC(=O)N1N=C2C3CCN(CC3)C2C1c1cccc2ccccc12 (centres undefined)	28	-4	12	-6	3	45	-0.7	-11	.	105	-45
O=C1CN=C(c2ccccc2)c2oc3ccc(Br)cc3c2N1	0	.	5	30*	-2	-23	-0.2	-7	4	.	23
Cc1cccc(NC(N)=S)c1	-1	1	5	3	-9	1	-13	-15	.	104	-1
O=C1C=CC(=O)C2C1C1(Cl)C(Cl)=C(Cl)C2(Cl)C1(Cl)Cl (centres undefined)	3	2	.	-5	3	-5	2.8	-17	-24	110	5
N=c1sc2c(n1Cc1ccccc1)CCCC2	-8	15	11	-19	-9	2	0.8	-3	1	101	-2
CC(=NCCO)c1c(O)n(C)c(=O)n(C)c1=O	-7	-2	8	2	-6	-3	1.6	-2	1	98	3

Three compounds already listed, ordered by count of non-hydrogen atoms, descending:
canonical_smiles	Arrestin-AP2 inh	MITF TRPM1 HTS	SUMO Mot1 rescue	dFosB activator	PKA-R2B activ	SR-BI uptake up	CDK5 inh	PKA-R1A activ	NSD2 inh	DSG3 Ab inh	SR-BI DiI inh
CC(=O)N1N=C2C3CCN(CC3)C2C1c1cccc2ccccc12 (centres undefined)	28	-4	12	-6	3	45	-0.7	-11	.	105	-45
O=C1CN=C(c2ccccc2)c2oc3ccc(Br)cc3c2N1	0	.	5	30*	-2	-23	-0.2	-7	4	.	23
Cc1cccc(NC(N)=S)c1	-1	1	5	3	-9	1	-13	-15	.	104	-1

(further entries)
canonical_smiles	Arrestin-AP2 inh	MITF TRPM1 HTS	SUMO Mot1 rescue	dFosB activator	PKA-R2B activ	SR-BI uptake up	CDK5 inh	PKA-R1A activ	NSD2 inh	DSG3 Ab inh	SR-BI DiI inh
O=C1NC(=O)C(=Cc2coc3ccc(O)cc3c2=O)C(=O)N1	37	-5	-3	-10	0	.	-0.1	-4	5	91	.
COc1ccccc1N1CCN(Cc2cccc(OC)c2O)CC1	-4	-8	1	-5	10	19	-0.1	-8	-2	126	-19
COc1cc2c(cc1OC)-c1c3c(cc4c1[C@@H](C2)N(C)CC4)OCO3	33	5	-10	11	-17	-15	0.9	2	.	99	15
CC(C)NC(=O)Cn1cc(C(=O)c2ccccc2F)c2ccccc21	8	4	1	-6	-3	8	-1.6	5	15	100	-8
Cc1cccc(-n2c(/C=C/c3ccc([N+](=O)[O-])o3)nc3ccccc3c2=O)c1	0	-85	-14	-3	9	-25	2.1	-2	1	109	25
CNCCC(Oc1ccc(C(F)(F)F)cc1)c1ccccc1 (centres undefined)	-7	1	51	-18	-3	14	0.9	-4	.	112	-12
CCOC(=O)C1CCN(C(C)C(=O)c2c(C)[nH]c3cc(C)ccc23)CC1 (centres undefined)	-3	-4	-3	-7	-11	-24	0.9	-1	1	.	24
CC(=O)Nc1cc(C(=O)N2CCC3(CC2)OCCO3)ccc1Sc1ccc(F)cc1	-19	1	327	-5	3	23	1.8	-1	-2	107	-23

Molecules above that contain a furan ring, fused or not:
canonical_smiles	Arrestin-AP2 inh	MITF TRPM1 HTS	SUMO Mot1 rescue	dFosB activator	PKA-R2B activ	SR-BI uptake up	CDK5 inh	PKA-R1A activ	NSD2 inh	DSG3 Ab inh	SR-BI DiI inh
O=C1CN=C(c2ccccc2)c2oc3ccc(Br)cc3c2N1	0	.	5	30*	-2	-23	-0.2	-7	4	.	23
Cc1cccc(-n2c(/C=C/c3ccc([N+](=O)[O-])o3)nc3ccccc3c2=O)c1	0	-85	-14	-3	9	-25	2.1	-2	1	109	25

(list continues)
canonical_smiles	Arrestin-AP2 inh	MITF TRPM1 HTS	SUMO Mot1 rescue	dFosB activator	PKA-R2B activ	SR-BI uptake up	CDK5 inh	PKA-R1A activ	NSD2 inh	DSG3 Ab inh	SR-BI DiI inh
Clc1ccc2c(c1)C(c1ccccc1Cl)=NCc1nncn1-2	2	.	2	1	3	-5	-1.1	8	7	98	5
CCCc1c(C)nc(-c2ccc(C)cc2)nc1OC(=O)N(C)C	40	19	-1	8	-6	-8	-1.3	-6	0	108	8
Cc1cccc(C)c1OP(N)(=O)Oc1c(C)cccc1C	22	.	-8	-7	-8	-4	-1.8	-4	-5	.	4
O=P(C(c1ccc2c(c1)OCO2)N1CCOCC1)(N1CCOCC1)N1CCOCC1 (centres undefined)	-4	-4	23	-2	3	-2	0.4	-5	1	98	2
CC1(C)C2([N+](=O)[O-])CNCC1([N+](=O)[O-])CNC2	-56	4	-14	8	5	0	0.1	-18	-1	98	0
COc1ccccc1-n1c(-c2cccs2)nc2ccccc2c1=O	16	2	.	-9	6	-18	-2.1	-4	-5	103	18
CCCCn1c(=O)c(C(=O)NCc2ccccc2Cl)c(O)c2ccccc21	24	-9	-8	-9	-2	-30	-0.2	-4	-3	95	30
CC1(C)C(C(=O)NCc2ccco2)C1(C)C	-3	-16	-25	-3	12	2	-0.1	-10	1	106	-2
Cc1ccc(CN2CCSc3ccc(C(=O)N4CCC5(CC4)OCCO5)cc32)cc1	17	-1	-6	-7	-1	9	.	-1	6	96	-9
COc1ccccc1-n1c(/C=C/c2ccccn2)nc2ccccc2c1=O	39	.	-6	-6	-5	7	0.1	-3	-2	103	-7
COc1ccc(OCC#CCN2CCCCCC2)cc1	19	20	-8	-3	0	15	-0.4	-16	2	110	-15
C=CCn1c(O)c(C(C)=NCCCN2CCOCC2)c(=O)[nH]c1=O	24	-11	4	-6	0	40	0.7	10	0	99	-40
O=C(CCC(=O)N1CCC2(CC1)OCCO2)Nc1nnc(C(F)(F)F)s1	4	6	-16	0	1	-27	-2.1	-5	-3	89	27
COC(=O)C1=C(c2ccc(C(C)=O)cc2)C[C@@H]2CC[C@H]1N2C(=O)NCc1ccc2c(c1)OCO2	7	1	-15	-10	-13	0	0.0	4	.	105	0
Cc1cc(N2CCCC2)ccc1C=C(C#N)C#N	1	-18	-18	11	-5	22	0.1	-16	-3	.	-22
CC(=NCC1CCCO1)c1c(O)n(-c2ccc(C)cc2)c(=O)[nH]c1=O (centres undefined)	3	.	-20	6	-2	26	-0.6	-9	26	98	-26

Overlap with the part before: 4 compounds, followed by the next part.
canonical_smiles	Arrestin-AP2 inh	MITF TRPM1 HTS	SUMO Mot1 rescue	dFosB activator	PKA-R2B activ	SR-BI uptake up	CDK5 inh	PKA-R1A activ	NSD2 inh	DSG3 Ab inh	SR-BI DiI inh
O=C(CCC(=O)N1CCC2(CC1)OCCO2)Nc1nnc(C(F)(F)F)s1	4	6	-16	0	1	-27	-2.1	-5	-3	89	27
COC(=O)C1=C(c2ccc(C(C)=O)cc2)C[C@@H]2CC[C@H]1N2C(=O)NCc1ccc2c(c1)OCO2	7	1	-15	-10	-13	0	0.0	4	.	105	0
Cc1cc(N2CCCC2)ccc1C=C(C#N)C#N	1	-18	-18	11	-5	22	0.1	-16	-3	.	-22
CC(=NCC1CCCO1)c1c(O)n(-c2ccc(C)cc2)c(=O)[nH]c1=O (centres undefined)	3	.	-20	6	-2	26	-0.6	-9	26	98	-26
C=CCn1c(O)c(C(C)=NCc2cccnc2)c(=O)[nH]c1=O	-4	-6	-3	-1	-4	36	0.5	-9	-6	81	-36
CCCCOc1ccc(CCN)cc1Cl	-1	5	-5	-14	-5	22	-0.8	-8	-2	99	-22
CCC(=Nc1cc(OC)ccc1OC)c1c(O)[nH]c(=O)[nH]c1=O	-2	.	-19	3	5	31	0.0	6	0	99	-31
Cc1cc(OCC(=O)N2CCC(C(=O)O)(c3ccccc3)CC2)c2c(C)c(C)c(=O)oc2c1	11	1	2	-10	3	14	-0.1	2	.	100	-14
C[C@]12CCC3C(CC[C@H]4C[C@@H](O)CC[C@]34C)C1C[C@@H](O)[C@H]2O (some centres undefined)	-7	0	11	4	0	39	0.4	-6	-2	119	-39
CC1CN(C(=O)CCC(=O)N2CCC3(CC2)OCCO3)c2cc(Cl)ccc2O1 (centres undefined)	-10	2	0	-6	-1	6	1.6	-1	-3	100	-6
O=P(NC1CCCCC1)(Oc1ccccc1)Oc1ccccc1	0	11	.	-10	3	-38	0.6	7	0	90	38
Cc1ccc(NC(=O)c2ccc(C)c(S(=O)(=O)N3CCCCC3)c2)nc1	-11	29	0	-9	-3	-26	0.0	-5	1	.	26
CC(N)Cc1c[nH]c2ccc(OCc3cccs3)cc12 (centres undefined)	3	0	-2	-2	12	3	0.0	4	.	102	-3
CC(C)OC(=O)Nc1ccc(N=C(N)N[N+](=O)[O-])cc1	18	0	2	-3	1	-2	0.6	-5	0	103	2
CCn1c(O)c(C=Nc2cc(Cl)ccc2Cl)c(=O)n(CC)c1=O	4	-2	12	-15	-3	40	1.1	4	0	89	-40
CN1CCN(c2ccc(NC(=O)C(C)(C)C)cc2)CC1	-7	6	5	0	2	19	0.2	8	2	100	-19
C[C@H]1CC[C@H]2NCCN[C@H]2C1	11	4	0	-7	2	.	5.9	-4	-12	96	.
Nc1ccc2nonc2c1[N+](=O)[O-]	-10	11	13	2	-13	19	-4.4	-10	15	103	-19
Cc1ccccc1N1C(=O)NC(=O)/C(=C\c2ccc3c(c2)CCCN3Cc2ccccc2)C1=O	-11	-10	-4	-12	-11	3	-1.3	-7	29	254	-3
COc1ccc(OCC(=O)N2CCN(CC3CC4C=CC3C4)CC2)cc1 (centres undefined)	7	-1	26	-5	-6	.	0.6	-4	2	108	3
CCOc1cc2c(cc1OCC)-n1cccc1C(c1ccc(OC)c(O)c1)NC2 (centres undefined)	43	-12	-18	3	1	-17	0.8	4	9	96	17
COc1ccc2nc(NC(=O)CCc3nc(C4=CCN(C)CC4)no3)sc2c1	-19	5	2	1	-2	-42	-1.6	2	.	102	42
O=c1[nH]c(=O)n(C2CCCCCC2)c(O)c1C=NC1CCN(Cc2ccccc2)CC1	10	9	12	-11	-10	18	1.0	-6	-2	96	-18
